# UDG counterscr: counter-screen for AID inhibitors: uracil-DNA glycosylase inhibition. actives 0.14% (n = 91,000). Potency, µM (series often up to 115 µM), for inactives: top-dose activity change, negative = inhibition, hits mostly inhibitors. FRET deamination/UDG coupled assay, UDG read, 4 h; note: nearly all actives have a fitted effect of over 65% in size
# AID inhibitor: activation induced cytidine deaminase inhibition | Potency, µM (series often up to 115 µM), without a hit: at the top dose activity change, negative = inhibition, actives largely listed as inhibitors | actives 0.32% (n = 91,000) | AID deamination FRET fluorescence, UDG-coupled, 4 h; note: nearly all actives have a fitted effect of over 25% in size
# Target sequence (Q9GZX7 whole entry, looked up): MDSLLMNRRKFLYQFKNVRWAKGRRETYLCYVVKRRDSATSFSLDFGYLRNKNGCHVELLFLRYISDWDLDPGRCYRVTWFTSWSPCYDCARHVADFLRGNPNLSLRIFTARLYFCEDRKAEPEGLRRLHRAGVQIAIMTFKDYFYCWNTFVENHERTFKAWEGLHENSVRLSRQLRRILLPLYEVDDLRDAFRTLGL
# Numbers without * were called inactive; ? = inconclusive; [ ] = dose if it differs, or a comment. Calls come from the whole dose curve; as a rule, active = well fitted curve in the direction sought with a large enough effect; inconclusive = small, poorly fitted or top-dose-only effect, or another doubt; inactive = no such curve, though single readings can be large; an effect the other way counts as inactive or inconclusive. % is set by controls: 0 for no effect and ±100 for the full control effect; potency is the fitted concentration of half-maximal effect. Only part of the results is shown; count on the stated rates, not on these rows.
SMILES,UDG counterscr,AID inhibitor
COc1ccc(NC(=O)Cn2c(=O)n(-c3ccc(C)cc3)c(=O)c3c2c2cc(C)ccc2n3C)cc1,-2%,5%
CC(C)NC(=O)/C=C/c1ccc(F)cc1,-6%,3%
Cc1csc(/C(C#N)=C\NC2CC(C)(C)NC(C)(C)C2)n1,1%,6%
O=C(NCCCN1CCCC1)c1cccs1,0%,2%
COc1ccccc1NC(=O)C1=C(C)Nc2nc(SCc3ccccc3)nn2C1c1ccncc1 (stereo not drawn),3%,15%
Cc1ccc(CN2CCC(CNc3ncnc4onc(-c5ccc(Cl)cc5)c34)CC2)cc1,2%,-29%
CC1(C)CCC[C@@]2(C)C1CCC1(C)OC(=O)C[C@@H]12 (stereo partly drawn),-1%,-9%
COCCCn1c(=N)c(S(=O)(=O)c2ccccc2)cc2c(=O)n3cc(C)ccc3nc21,13%,0%
CCOc1cc(C2c3c(-c4ccccc4O)n[nH]c3C(=O)N2Cc2cccnc2)ccc1O (stereo not drawn),-13%,-6%
CCN(CC)CCCC(C)NC(=O)Nc1ccc(Cl)cc1 (stereo not drawn),-14%,-14%
COc1cccc(N2CCN(Cc3nnc(-c4ccc5c(c4)OCO5)o3)CC2)c1,7%,30%
Cc1cn2c(=O)cc(COC(=O)CSc3ccccc3)nc2s1,-6%,-1%
Cc1cccc(-n2ccnc2SCC(=O)Nc2cccc3ccccc23)c1,-11%,?
COc1ccc(NC(=O)CN2CCN(C3CCCCC3)C(=O)C2=O)cc1,-16%,-1%
COc1ccc(OC)c(C(=O)N2CCC(C(=O)O)CC2)c1,2%,-16%
CCOC(=O)C1CCCN(Cc2cn3c(-c4ccc(Br)cc4)nnc3s2)C1 (stereo not drawn),-13%,1%
Cc1cc(C)c2c(=O)cc(C(=O)Nc3sc4c(c3C(=O)NCc3ccccc3)CCCC4)oc2c1,0%,21%
Cc1ccc2c(=O)cc(C(=O)Nc3nc4ccc(Cl)cc4s3)oc2c1,0%[57.5 µM],?
Cc1noc(C)c1COc1ccc(CC(=O)Nc2ncccc2O)cc1,-1%,21%
O=C(c1ccccc1)N1CCc2cc(CNS(=O)(=O)c3ccccc3Cl)ccc21,-1%[57.5 µM],-14%
CC(C)c1ccc(/C=C(/C#N)c2nc3ccccc3[nH]2)cc1,5%,10%
C/C(=N\NC(=S)Nc1ccccc1)c1cccc(C(F)(F)F)c1,-2%,-4%
CCCn1nc(C)cc1CN(C)c1ccc(NS(=O)(=O)c2cccc(Cl)c2C)cc1C(=O)O,-5%,8%
COc1ccc(-c2csc(Nc3cccc4ccccc34)n2)cc1,-15%,-5%
CCc1ccc(NC(=O)CN2CCCN(Cc3cccc(Cl)c3)S2(=O)=O)cc1,-6%,15%
O/N=C1\CCCc2c1[nH]c1ccc(OCc3ccccc3)cc21,5%,0%
O=c1oc2cc(O)ccc2c(O)c1-c1ccccc1,-3%,6%
COc1ccc(NC(=O)N[C@@H](CCSC)C(=O)O)cc1,-11%,9%
CCCCn1cnc2c1c(=O)n(CC(=O)Nc1cccc(Cl)c1)c(=O)n2CC(C)C,15%,-6%
Cc1cccc(-c2nc(C#N)c(NCCc3ccccc3)o2)c1,-13%,-16%
O=c1c(-c2ccccc2)nnc2sc(-c3ccccc3Br)nn12,9%,-9%
Oc1ccc2ccccc2c1C=Nc1cc(Cl)cc(Cl)c1,?,?
Cc1cc(C)cc(OCC(=O)Nc2ccc(S(=O)(=O)Nc3onc(C)c3C)cc2)c1,27%,0%
Cc1nc2cc(NC(C)C(=O)Nc3ccc(C(N)=O)cc3)ccc2o1 (stereo not drawn),-1%,27%
O=C(Nc1ccc(OC(F)(F)F)cc1)C1CCN(S(=O)(=O)c2cccs2)CC1,?,-20%
COc1ccc(CCNC(=O)Cn2cc(S(=O)(=O)Cc3cccc(Cl)c3)c3ccccc32)cc1OC,-10%,7%
COc1ccc2cc(-c3nc(Cl)c4c5c(sc4n3)CCCC5)c(=O)oc2c1,2%,60%[activator]
CCOc1ccccc1CNC(=O)c1ccc(-c2nc(CSc3ccc(C)cc3)c(C)o2)cc1,?,4%
N#Cc1c(SCC(=O)Nc2ccccc2)nc(N2CCCC2)c2c1CCCC2,-5%,-7%
O=C(Nc1ccc(OCc2ccccc2)cc1)C(Sc1ccccc1)c1ccccc1 (stereo not drawn),2%,-7%
CCOCCCNCc1cccc(C)c1,12%,4%
CCN(C(=O)c1cc2c(s1)-c1ccccc1OC2)c1cccc(C(F)(F)F)c1,2%,-14%
COc1ccc(S(=O)(=O)c2c(Nc3c(C)cccc3C)sc(C(=O)c3ccc(F)cc3)c2N)cc1,-12%,?
CCOC(=O)CN(Cc1cccs1)C1CC1,9%,-1%
CCOc1cc(C#N)ccc1OC(=O)c1ccccc1,-2%,6%
CN(C)c1ccc(Nc2nc3ccccc3nc2NS(=O)(=O)c2cccs2)cc1,?,?
O=C(O)C(Cc1ccccc1)NC(=O)C12CC3CC(CC(C3)C1)C2 (stereo not drawn),5%,1%
Cc1cc(C)cc(NC(=O)C2CCN(S(=O)(=O)c3cccc4nonc34)CC2)c1,-5%,-9%
Cc1ccc(NC(=O)C(C)Nc2ccc3oc(C)nc3c2)c(C)c1 (stereo not drawn),0%,1%
CCCN1CCN(c2ncnc3sc(C(=O)Nc4ccc(OC(F)(F)F)cc4)c(C)c23)CC1,-4%,-13%
# Going on with the list:
SMILES,UDG counterscr,AID inhibitor
CCCCOC(=O)c1ccc(NC(=O)c2cc(=O)c3ccc(C)c(C)c3o2)cc1,-3%,1%
CCCN(C)c1ccc(/C=N/NC(=S)Nc2cccc(SC)c2)cc1,0%,16%
COc1ccc(N(Cc2cccs2)C(=O)c2ccc(C(C)(C)C)cc2)cc1,?,?
O=C(Cn1c(=O)n(Cc2ccc(C(=O)NCc3ccc4c(c3)OCO4)cc2)c(=O)c2ccccc21)Nc1cccc(Cl)c1,-3%,-1%
N#CC1(NC(=O)CSc2nc(-c3cccs3)nc3ccccc23)CCCCC1,-2%,-3%
CCOc1cc(/C=C/C(=O)c2ccc(C)cc2)cc(Br)c1O,8%,13%
CN(CC(=O)N(C)C1CCCCCC1)c1ncnc2nc[nH]c12,-5%,-4%
Cc1cc(C)cc(Nc2cc(C(=O)NCCCN(Cc3ccccc3)C(C)C)c3ccccc3n2)c1,-19%[57.5 µM],?
COc1ccc(OC)c(NC(=O)c2c(C)oc3ncnc(N4CCOCC4)c23)c1,-6%,5%
CC(C)CC(=O)NCCC1=CCCCC1,2%,0%

# The final 2 entries of the section above lead into the next.
SMILES,UDG counterscr,AID inhibitor
COc1ccc(OC)c(NC(=O)c2c(C)oc3ncnc(N4CCOCC4)c23)c1,-6%,5%
CC(C)CC(=O)NCCC1=CCCCC1,2%,0%
Cc1[nH]c2ccccc2c1C(=O)C(N)=O,2%,2%
O=C(CC(c1ccc(Cl)cc1)S(=O)(=O)c1ccccc1)c1ccc(F)cc1 (stereo not drawn),9%,5%
COc1cccc(C(=O)Nc2cc(-c3cn4cccnc4n3)ccc2C)c1OC,-10%[57.5 µM],-4%
Cc1ccc(CN(C(=S)NCC(=O)O)C2CCCCC2)cc1,9%,5%
COc1ccc(NC(=O)Cc2ccc3c(c2)OCCO3)cn1,13%,5%
Cc1cc(Nc2cccc(Cl)c2)nc2ccc(NC(=O)COc3ccc(Cl)cc3)cc12,10%,34%[activator]
C/C(CC(C)(C)c1ccccc1)=N\NC(=O)CCSc1ccccc1,-10%,-15%
Cc1ccc2c(=O)cc(C(=O)Nc3sc4c(c3C(=O)NCC3CCCO3)CCC4)oc2c1 (stereo not drawn),-12%[57.5 µM],8%[57.5 µM]
Cc1ccc(Cl)cc1NC(=O)C(C)n1nnc2sc(-c3ccccc3)cc2c1=O (stereo not drawn),11%,11%
COCCCNC(=O)CCc1ncc(-c2ccc(F)cc2F)o1,-6%,5%
N#Cc1ccc(Oc2ccccc2Oc2ccc(C#N)c(C#N)c2)cc1C#N,1%,-7%
COCCCNC(=O)c1ccc(Cn2c(=O)c3ccccc3n(CC(N)=O)c2=O)cc1,-4%,16%
COc1ccc(S(=O)(=O)n2nc(C)c(S(=O)(=O)N3CCCCCC3)c2C)cc1OC,-11%,32%
CCC(CC)C(CNc1ccc2nnnn2n1)N1CCCC1 (stereo not drawn),-14%,0%
COc1ccc(OC)c(CCNC(=O)Cn2ccc3cc(S(=O)(=O)N4CCCCC4)ccc32)c1,?,?
Cc1ccc(C(=O)N2CC=C(c3c[nH]c4ccccc34)CC2)cc1,0%,6%
COc1ccc(NC(=O)Cn2c(=O)n(Cc3ccccc3)c(=O)c3sc4ccccc4c32)cc1,-7%,-18%
CCSc1nc(N2CCNCC2)c2sc3c(c2n1)COC(C)(C)C3,8%,-3%
O=Cc1c(Cl)[nH]c2ccccc12,0%,-1%
COc1ccc(CCNC(=O)COc2ccc3ccc(=O)oc3c2)cc1,3%,-5%
CC(Sc1nc(=O)cc(N)n1CCc1ccccc1)C(=O)Nc1ccccc1C#N (stereo not drawn),4%,4%
CCOc1ccccc1NC(=O)c1cc(-c2ccccn2)nc2ccccc12,4%,-9%
O=C(Nc1ccc(-n2nncc2-c2ccccc2)cc1)c1cccc(F)c1,?,3%
O=C(c1cccc(S(=O)(=O)Nc2ccccc2F)c1)N1CCc2sccc2C1,6%,-1%
Cc1c(C(=O)N(C)c2ccccc2)sc2nc(-c3ccc(F)cc3)cn12,-15%,?
CCCC(=O)Nc1ccc2nc(SCCOc3ccccc3)sc2c1,2%,1%
COc1ccc(CCNc2ncnc3c2nnn3C)cc1,-4%,-11%
CC1CCC(NC(=O)c2cc(Cl)ccn2)CC1 (stereo not drawn),-4%,5%
COc1ccc(-n2c(=O)c3c(c4cc(OC)ccc4n3C)n(Cc3c(F)cccc3Cl)c2=O)cc1,-9%,27%
NC(=S)N/N=C/C1=C(c2ccccc2)C2C=CC1C2 (stereo not drawn),-6%,-6%
CCOc1ccccc1OCCCCn1c(-c2ccc(Cl)cc2)nc2ccccc2c1=O,-20%,32µM*
COC(=O)c1ccc(Cn2c(SCC(=O)NCc3ccccc3)nc3ccccc32)cc1,?,1%
CCc1cccc(C)c1Nc1c(-c2cccc(O)c2)nc2nc(C)cc(C)n12,12%,-22%
CCOc1ccc(CC(=O)Nc2c(C(=O)c3ccc(F)cc3)oc3ccccc23)cc1OCC,-1%,4%
O=C(Nc1ccc2c3c(cccc13)CC2)C1CC1(Cl)Cl (stereo not drawn),-23%,-8%
CCCCc1nc(CN2CCN(c3cccc(F)c3C#N)CC2)no1,89µM*,?
CCC(C)(C)C1CCc2c(sc(NC=O)c2C#N)C1 (stereo not drawn),12%,2%
COc1ccc(S(=O)(=O)Cc2ccc(C(=O)NC3CCCCC3)o2)cc1,?,12%
NC(=O)c1ccc(CSc2cccc[n+]2[O-])cc1,11%,8%
COc1cccc(-c2c(NC(=O)c3ccc(Cl)cc3)oc3ccccc3c2=O)c1,10%,2%
CCN(CC)C(=O)/C=C/c1csc(C)n1,-3%,0%
COC(=O)CN(Cc1ccccc1)Cc1ccco1,11%,-2%
O=C1CCSC2(C(=O)N(Cc3ccc(F)cc3)c3ccccc32)N1c1cccc(F)c1 (stereo not drawn),31%[activator],?
COc1cc(/C=C/C(=O)c2sc(C(C)(C)C)nc2C)cc(OC)c1O,-19%,13%
COc1ccc(-c2nc(C#N)c(N3CCCCCC3)o2)cc1OC,-8%,-21%
CCCCCCNC(=O)c1cc(N)nc(Cl)c1,6%,25%
CSc1ccc(C2N=C(N)Nc3nc4ccccc4n32)cc1 (stereo not drawn),8%,-8%
CC(C)OC(=O)NCCOC(N)=O,0%,0%
CCc1ccc(Nc2nn(-c3ccc(OC(F)(F)F)cc3)nc2C(C)=O)cc1,8%,9%
COc1ccc(C)cc1NC(=O)Cn1c(=O)oc2cc(S(=O)(=O)NCc3ccccc3)ccc21,26%,9%

# Molecules listed so far containing an aryl thioether with sulfur outside any ring (15):
SMILES,UDG counterscr,AID inhibitor
COc1ccccc1NC(=O)C1=C(C)Nc2nc(SCc3ccccc3)nn2C1c1ccncc1 (stereo not drawn),3%,15%
Cc1cn2c(=O)cc(COC(=O)CSc3ccccc3)nc2s1,-6%,-1%
Cc1cccc(-n2ccnc2SCC(=O)Nc2cccc3ccccc23)c1,-11%,?
CCOc1ccccc1CNC(=O)c1ccc(-c2nc(CSc3ccc(C)cc3)c(C)o2)cc1,?,4%
N#Cc1c(SCC(=O)Nc2ccccc2)nc(N2CCCC2)c2c1CCCC2,-5%,-7%
O=C(Nc1ccc(OCc2ccccc2)cc1)C(Sc1ccccc1)c1ccccc1 (stereo not drawn),2%,-7%
CCCN(C)c1ccc(/C=N/NC(=S)Nc2cccc(SC)c2)cc1,0%,16%
N#CC1(NC(=O)CSc2nc(-c3cccs3)nc3ccccc23)CCCCC1,-2%,-3%
C/C(CC(C)(C)c1ccccc1)=N\NC(=O)CCSc1ccccc1,-10%,-15%
CCSc1nc(N2CCNCC2)c2sc3c(c2n1)COC(C)(C)C3,8%,-3%
CC(Sc1nc(=O)cc(N)n1CCc1ccccc1)C(=O)Nc1ccccc1C#N (stereo not drawn),4%,4%
CCCC(=O)Nc1ccc2nc(SCCOc3ccccc3)sc2c1,2%,1%
COC(=O)c1ccc(Cn2c(SCC(=O)NCc3ccccc3)nc3ccccc32)cc1,?,1%
NC(=O)c1ccc(CSc2cccc[n+]2[O-])cc1,11%,8%
CSc1ccc(C2N=C(N)Nc3nc4ccccc4n32)cc1 (stereo not drawn),8%,-8%
